WRN inhibitor = blocks human WRN helicase; Q14191; Potency, µM (doses to about 114 µM), for the others: at the top dose activity change, negative = inhibition, actives largely listed as inhibitors; 0.46% of 360,000 active; WRN helicase unwinding, fluorescent forked duplex, kinetic; also: potency is read from the fitted curve at half-maximal effect; % is scaled to controls: 0 for no effect and ±100 for the full control effect; nearly all actives have a fitted effect of over 55% in size
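WRN at 20 nM final preincubated with compound 15 min at room temperature; reaction started with 100 nM fluorophore/quencher forked duplex oligonucleotide and 2 mM ATP final. Unwinding followed kinetically by red fluorescence (ex 525, em 598 nm).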
PI5P4K alpha inh = blocks human PI5P4K alpha kinase activity | PI5P4Kalpha enzyme, ADP-Glo luminescence, 60 min; stronger effect = lower value | 1.2% of 330,000 active | max response, % | P48426; active = max response of -50% or lower; inconclusive = between -30% and -50%; inactive = -30% or higher; also: value at the top dose of about 77 µM; % is scaled to controls: 0 for no effect and ±100 for the full control effect
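qHTS, 1536-well: enzyme/substrate mix, compound by pin tool, 5 microM ATP final; RT 60 min; ADP-Glo reagents 1 (45 min) then 2 (30 min); luminescence.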
PLK1 PBD block = inhibitors of human PLK1 polo-box domain binding; AID 720504; 2.8% of 360,000 active; Plk1 PBD binding of FITC phosphopeptide, fluorescence polarization; Potency, µM, without a hit: max response, negative = inhibition, most hits filed as inhibitors; also: potency is read from the fitted curve at half-maximal effect; series mostly up to about 57 µM; % is scaled to controls: 0 for no effect and ±100 for the full control effect; nearly all actives have a fitted effect of over 65% in size
EPAC1 antagonist = blocks human EPAC1 exchange factor; 0.14% of 360,000 active; Potency, µM (titrated, usually from 115 µM), for the others: at the highest dose activity change, negative = inhibition, usual class: inhibitors; O95398; EPAC1 GEF assay, Rap1b-BODIPY-GDP exchange fluorescence; AID 720709;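 also: potency is read from the fitted curve at half-maximal effect; plate controls were vehicle for no effect and positive control for full effect; nearly all actives have a fitted effect of over 50% in size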
Target sequence (O95398 whole entry, looked up): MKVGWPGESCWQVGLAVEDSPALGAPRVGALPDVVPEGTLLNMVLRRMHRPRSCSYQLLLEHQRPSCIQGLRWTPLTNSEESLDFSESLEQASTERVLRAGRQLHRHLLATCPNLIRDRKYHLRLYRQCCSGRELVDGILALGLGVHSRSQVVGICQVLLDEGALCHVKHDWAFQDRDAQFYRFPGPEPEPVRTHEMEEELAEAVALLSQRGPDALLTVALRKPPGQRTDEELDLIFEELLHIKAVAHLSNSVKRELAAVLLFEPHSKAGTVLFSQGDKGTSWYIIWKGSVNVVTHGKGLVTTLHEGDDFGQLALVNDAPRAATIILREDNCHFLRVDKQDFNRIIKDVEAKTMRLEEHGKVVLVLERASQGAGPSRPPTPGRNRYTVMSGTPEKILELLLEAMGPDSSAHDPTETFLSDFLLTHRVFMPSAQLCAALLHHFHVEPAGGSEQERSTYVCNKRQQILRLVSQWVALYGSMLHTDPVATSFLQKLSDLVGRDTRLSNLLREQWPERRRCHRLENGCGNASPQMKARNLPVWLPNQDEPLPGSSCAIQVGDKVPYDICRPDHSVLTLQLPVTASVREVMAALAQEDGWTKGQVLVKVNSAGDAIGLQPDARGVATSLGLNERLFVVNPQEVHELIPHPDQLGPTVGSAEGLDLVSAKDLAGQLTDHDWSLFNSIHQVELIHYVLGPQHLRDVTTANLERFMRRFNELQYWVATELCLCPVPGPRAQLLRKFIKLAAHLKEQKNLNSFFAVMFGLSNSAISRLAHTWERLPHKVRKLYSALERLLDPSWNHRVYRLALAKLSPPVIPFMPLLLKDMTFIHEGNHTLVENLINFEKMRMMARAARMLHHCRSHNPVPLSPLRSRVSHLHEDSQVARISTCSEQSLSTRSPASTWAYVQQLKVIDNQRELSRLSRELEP
IL-2 act = IL-2 activation | IL-2 activation reporter assay, cell-based qHTS; stimulated with anti-CD3/CD4/CD28 beads; in transgenic mouse T cells | activation, % (series mostly up to about 46 µM) | 0.065% of 360,000 active | AID 652025; in the data active = activation above about 50%; inconclusive = mostly about 30% to 49%; also: 0% is about no effect
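First, unstimulated transgenic mouse T cells were exposed to compound for 60 min. Next, anti-CD3/anti-CD4-coated beads with anti-CD28 were added. Finally, after 18 h at 37 degrees C, EGFP and DsRed were imaged.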
EPAC1 agonist = agonists of human EPAC1. Potency, µM (highest dose often 154 µM), for the others: top-dose activation, usual class: activators. 0.073% of 360,000 active. EPAC1 agonist qHTS, biochemical assay; response scale: 100% = response to 6.5 mM cAMP; also: potency is read from the fitted curve at half-maximal effect; nearly all actives have a fitted effect of over 60% in size
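EPAC1 100 nM, Rap1B–BODIPY-GDP 250 nM, unlabeled GDP 50 uM; compound titration; 5 min RT; kinetic read ex480/em540 at 5-min intervals ×30 min; data normalized to 6.5 mM cAMP agonist control.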
CCT modulator = cytosolic chaperonin activity modulation; 0.3% of 360,000 active; purified chaperonin ATPase assay, HTRF ADP detection, 30 min; activity change, % (no concentration beside the values), hits read low; in the data active = activity change below about -30%; also: % is scaled to controls: 0 for no effect and ±100 for the full control effect
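Enzyme 40 or 20 nM (batch-dependent) in Tris pH 7.4/KCl/MgCl2/DTT; cpd 76 uM single point; ATP 10 uM; 30 min 37 °C; Transcreener ADP HTRF detection, 30 min RT; ratio 665/615.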
EPAC2 ag = agonists of human EPAC2 (RAPGEF4) | EPAC2 activation, biochemical qHTS; response scale: 100% = 6.5 mM cAMP response | Potency, µM (doses to about 154 µM), for inactives: at the top dose activation, actives largely listed as activators | 0.079% of 360,000 active | AID 720711; also: potency is read from the fitted curve at half-maximal effect; nearly all actives have a fitted effect of over 50% in size
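Setup: EPAC2 100 nM, labeled Rap1B complex 250 nM, free GDP 50 uM. Compound titrations pinned in, brief spin, 5 min room temperature incubation. Kinetic fluorescence read over 30 min, normalized to 6.5 mM cAMP.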
* hit, by the source's call; u = inconclusive; x = not tested or not shown; & = joins results of further samples; [ ] = remark or other dose. Unless noted, calls follow the shape of the dose curve; as a rule, active = well fitted curve in the direction sought with a large enough effect; inconclusive = small, poorly fitted or top-dose-only effect, or another doubt; inactive = no such curve, though single readings can be large; an effect the other way counts as inactive or inconclusive. The list is partial. The share of hits here may be higher or lower than overall.

1	CCC[C@H](N[C@@H](C)C(=O)N1[C@H](C(=O)O)C[C@@H]2CCCC[C@@H]21)C(=O)OCC
2	c1ccc2c(CC3=NCCN3)cccc2c1
3	COc1ccccc1OCC(O)COC(N)=O (stereo not given)
4	CC1=NN(c2ccccc2)C(=O)C1
5	CC(C)(CO)[C@@H](O)C(=O)NCCC(=O)O
6	NC(=O)NC(CCC(=O)O)C(=O)O (stereo not given)
7	NS(=O)(=O)c1cc2c(cc1C(F)(F)F)NC(Cc1ccccc1)NS2(=O)=O (stereo not given)
8	Nc1ccc(C(=O)Nc2ccccc2N)cc1
assay / compound | 1 | 2 | 3 | 4 | 5 | 6 | 7 | 8
WRN inhibitor | 4.4% | 7.1% | -3.2% | 8.5% | -8.3% | 8.0% | 8.1% | 10.6%
PI5P4K alpha inh | 0.5 | -1.9 | 9.5 | 1.5 | 0.4 | -7.4 | 0.4 | 5.5
PLK1 PBD block | -5.3% | 4.4% | -7.1% | -7.3% | -4.3% | -11.5% | 0.5% | -11.6%
EPAC1 antagonist | -8.0% | 4.4% | 0.3% | 11.6% | -11.4% | -6.1% | -6.8% | -20.6%
IL-2 act | 0.5 | 0.5 | -0.2 | 0.2 | -0.1 | 0.1 | 0.2 | 0.6
EPAC1 agonist | -11.5% | -16.5% | -10.7% | -25.0% | 9.5% | -15.5% | -26.3% | 13.9%
CCT modulator | -0.1 | 0.3 | -1.9 | 0.5 | -0.3 | -5.7 | 1.2 | 0.4
EPAC2 ag | -4.7% | 8.0% | 1.4% | 3.1% | 0.7% | 7.9% | -8.1% | 9.8%

9	O=C(O)COC(=O)Cc1ccccc1Nc1c(Cl)cccc1Cl
10	CC(=O)[C@H]1CC[C@H]2[C@@H]3C[C@H](C)C4=CC(=O)CC[C@]4(C)[C@H]3[C@@H](O)C[C@]12C
11	Nc1cc(-c2ccncc2)c[nH]c1=O
12	CCCCCCCCO
13	CN(C)C/C=C(/c1ccc(Br)cc1)c1cccnc1
14	COc1c(O)cc2c(c1O)C1OC(CO)C(O)C(O)C1OC2=O (stereo not given)
15	COc1ccc(CN(CCN(C)C)c2ccccn2)cc1
16	C/C=C/C=N\NC(=O)c1ccncc1
assay / compound | 9 | 10 | 11 | 12 | 13 | 14 | 15 | 16
WRN inhibitor | -2.4% | 0.5% | 14.4% | 1.5% | -8.4% | 0.9% | -4.2%&-4.6% | 5.6%
PI5P4K alpha inh | 1.5 | 0.1 | -55.9* | -0.1 | 2.3 | 5.0 | -1.8&-2.6&0.6 | 0.3
PLK1 PBD block | -3.2% | -7.5% | 29.9µM* | 1.3% | -0.6% | -10.2% | 2.9%&-16.5%&-9.0% | -4.4%
EPAC1 antagonist | 0.4% | 1.2% | u | 7.5% | -7.5% | 4.0% | 7.0%&-4.5%&10.2% | -12.2%
IL-2 act | 0.6 | 1.5 | -0.7 | 1.1 | -0.4 | 0.1 | -0.1&-0.5&0.1 | -0.3
EPAC1 agonist | -20.4% | -27.0% | -3.5% | -21.0% | 2.8% | 5.6% | -0.4%&-10.1%&-4.4% | -3.1%
CCT modulator | -1.9 | -0.5 | 1.9 | -0.2 | -3.0 | 0.5 | 0.1&-2.5&-0.2 | -2.3
EPAC2 ag | 5.7% | -1.9% | 8.5% | 2.6% | -2.3% | 4.7% | -6.5%&6.2%&1.6% | 1.7%

3 entries picked at random from those above, as already listed:
9	O=C(O)COC(=O)Cc1ccccc1Nc1c(Cl)cccc1Cl
11	Nc1cc(-c2ccncc2)c[nH]c1=O
12	CCCCCCCCO
assay / compound | 9 | 11 | 12
WRN inhibitor | -2.4% | 14.4% | 1.5%
PI5P4K alpha inh | 1.5 | -55.9* | -0.1
PLK1 PBD block | -3.2% | 29.9µM* | 1.3%
EPAC1 antagonist | 0.4% | u | 7.5%
IL-2 act | 0.6 | -0.7 | 1.1
EPAC1 agonist | -20.4% | -3.5% | -21.0%
CCT modulator | -1.9 | 1.9 | -0.2
EPAC2 ag | 5.7% | 8.5% | 2.6%

New compounds follow
17	CCCn1ncc(CN2CCCC(C(=O)c3cccc(OC(C)C)c3)C2)c1C (stereo not given)
18	CC(C)=CC(=O)O[C@@H]1Cc2cc3ccc(=O)oc3cc2OC1(C)C
19	COc1cncc(C#Cc2ccccn2)c1
20	Cc1nc2c3ccccc3nc(NNC(=O)CCC(=O)N3CCN(c4ccccc4)CC3)n2n1
21	Cc1coc2c1C(=O)C(=O)c1c-2ccc2c1CCCC2(C)C
22	CC(=O)O[C@]1(C(C)=O)CC[C@H]2[C@@H]3C=C(Cl)C4=CC(=O)[C@@H]5C[C@@H]5[C@]4(C)[C@H]3CC[C@@]21C
23	CC(C)Cn1cnc2c1c(=O)n(C)c(=O)n2C
24	C[C@H](CCC(=O)O)[C@H]1CC[C@H]2[C@@H]3[C@@H](O)C[C@@H]4C[C@H](O)CC[C@]4(C)[C@H]3CC[C@]12C
assay / compound | 17 | 18 | 19 | 20 | 21 | 22 | 23 | 24
WRN inhibitor | -5.9% | -1.0% | -1.7% | -6.5% | -7.3%[11.6 µM] | 1.3%&-15.9% | 2.5% | 4.8%
PI5P4K alpha inh | 1.8 | -1.6 | -0.8 | 4.5 | -52.0* | 0.5&8.5 | 10.1 | 22.3
PLK1 PBD block | -1.4% | -3.6% | -6.8% | -6.2% | u | -5.2%&1.9% | -4.8% | -11.5%
EPAC1 antagonist | -15.1% | u | 10.2% | -26.0% | u | -29.1%&3.4% | -26.2% | -16.9%
IL-2 act | 0.3 | 0.3 | -0.5 | 0.0 | -2.3 | -0.3&0.1 | 0.9 | 0.0
EPAC1 agonist | -1.9% | 9.8% | 3.6% | 1.8% | -29.9% | 1.7%&-1.1% | 8.4% | -27.2%
CCT modulator | -0.2 | 1.7 | -1.6 | 0.0 | 2.3 | 0.8&1.5 | 0.4 | 1.4
EPAC2 ag | 1.8% | 12.3% | 8.8% | 8.3% | -5.9% | 2.1%&1.8% | 9.3% | 1.1%

25	CCCOc1ccccc1-c1nc2n[nH]nc2c(=O)[nH]1
26	O=C1NCC2(CCN(CCc3ccccc3)CC2)O1
27	N=C(N=C(N)N)N1CCOCC1
28	CN1CCC(=C2c3ccccc3CCc3sccc32)CC1
29	C[C@H]1c2cccc(O)c2C(=O)C2C(=O)C3(O)C(=O)C(C(N)=O)C(=O)[C@@H](N(C)C)[C@@H]3[C@@H](O)[C@@H]21 (stereo not given in full)
30	C=C1c2cccc(O)c2C(=O)C2C(=O)[C@]3(O)C(=O)C(C(N)=O)C(=O)[C@@H](N(C)C)[C@@H]3[C@@H](O)[C@H]12 (stereo not given in full)
31	O=c1cc[nH]c(=O)[nH]1
32	CC1(C)OC2CC3C4CC(F)C5=CC(=O)C=CC5(C)C4(F)C(O)CC3(C)C2(C(=O)CO)O1 (stereo not given)
assay / compound | 25 | 26 | 27 | 28 | 29 | 30 | 31 | 32
WRN inhibitor | 6.5% | -5.8% | 2.3% | 1.6% | 8.6% | u | 7.3% | 5.2%
PI5P4K alpha inh | -2.9 | -0.3 | -2.6 | 4.2 | -3.5 | -71.2* | 0.2 | -0.7
PLK1 PBD block | -3.3% | 0.2% | -11.8% | -11.2% | -5.5% | u | -14.9% | 1.5%
EPAC1 antagonist | 3.3% | -22.3% | -2.2% | 6.2% | 9.7% | u | 0.9% | -10.9%
IL-2 act | 0.0 | 2.1 | 0.0 | 0.1 | 0.6 | 0.5 | 0.1 | -0.7
EPAC1 agonist | -19.8% | -3.2% | 2.0% | 2.9% | -7.3% | -21.4% | 1.9% | 1.4%
CCT modulator | -1.4 | -0.3 | -2.5 | -0.3 | 2.1 | -0.2 | 0.1 | 1.4
EPAC2 ag | 0.3% | 0.6% | -4.2% | 2.8% | -3.5% | -3.8% | 3.9% | -4.7%

33	CC1(C)O[C@H]2CC(=O)OCC23[C@H]2CC[C@@]4(C)[C@H](c5ccoc5)OC(=O)[C@H]5O[C@]54[C@]2(C)C(=O)C[C@@H]13 (stereo not given in full)
34	CCOC(=O)C1(CCOc2ccccc2)CCN(Cc2ccc(O)c(Cl)c2)CC1
35	O=C1N(c2ccccc2)c2ccccc2C1(Cc1ccncc1)Cc1ccncc1
36	CN(C)CCCN1c2ccccc2Sc2ccccc21
37	COc1cc2nc(N3CCN(C(=O)C4COc5ccccc5O4)CC3)nc(N)c2cc1OC (stereo not given)
38	Cc1cc(C)nc(/N=C(\N)Nc2ccc(S(N)(=O)=O)cc2)n1
39	Cc1nnc(NS(=O)(=O)c2ccc(N)cc2)s1
40	CCOc1ccc(S(=O)(=O)N2CCCCCC2)c2ccccc12
assay / compound | 33 | 34 | 35 | 36 | 37 | 38 | 39 | 40
WRN inhibitor | -0.2% | -4.5% | -4.5% | -3.4% | 6.2% | 20.6% | x | -8.2%
PI5P4K alpha inh | 0.0 | 0.1 | 0.9 | 13.9 | -4.6 | 1.4 | 8.9 | x
PLK1 PBD block | -3.4% | 2.9% | -6.1% | -8.1% | -3.9% | 0.8% | -5.3% | -14.0%
EPAC1 antagonist | 2.0% | -9.6% | 4.9% | -8.3% | -12.7% | 11.0% | 7.9% | -1.1%
IL-2 act | -1.9 | 3.1 | 0.4 | -0.4 | 0.0 | 0.9 | -0.3 | -0.9
EPAC1 agonist | 5.9% | 1.3% | 1.1% | 3.9% | -21.7% | 2.3% | -3.2% | 10.2%
CCT modulator | -1.7 | -2.3 | 2.1 | 1.6 | 0.6 | -1.0 | -0.8 | -1.8
EPAC2 ag | 1.4% | 3.1% | -3.4% | -0.9% | 0.6% | 2.6% | 15.6% | 7.9%

41	COc1nc(C)nc(Cl)c1NC1=NCCN1
42	O=C(O)[C@@H]1[C@H]2C[C@H]3c4[nH]c5ccccc5c4CCN3C[C@@H]2CC[C@@H]1O
43	CC1=C(C(=O)O)N2C(=O)[C@@H](NC(=O)[C@H](N)c3ccc(O)cc3)[C@H]2SC1
44	Cc1onc(-c2ccccc2Cl)c1C(=O)N[C@@H]1C(=O)N2[C@@H]1SC(C)(C)[C@@H]2C(=O)O
45	C[C@]12CC[C@H]3[C@@H](CCC4=CC(=O)CC[C@@]43C)[C@@H]1CC[C@@H]2C(=O)CO
assay / compound | 41 | 42 | 43 | 44 | 45
WRN inhibitor | -5.8%&12.5% | 10.4% | -0.2% | -11.5%&10.1% | 0.6%
PI5P4K alpha inh | 3.4&2.1 | 0.2 | 0.5 | -1.9&-2.9 | 3.6
PLK1 PBD block | -20.2%&-4.5% | -23.7% | -1.2% | -8.4%&-8.3% | -9.7%
EPAC1 antagonist | -18.2%&18.8% | -10.9% | -0.2% | -9.4%&-7.6% | -1.4%
IL-2 act | -0.1&0.7 | -0.3 | 1.4 | 0.2&1.2 | -0.5
EPAC1 agonist | -15.9%&-4.1% | -19.0% | 3.7% | 3.6%&12.7% | -14.0%
CCT modulator | -0.3&2.1 | -0.5 | 1.2 | 1.8&0.1 | -6.0
EPAC2 ag | 5.5%&-9.7% | 0.6% | 0.8% | -5.8%&3.3% | 5.1%
